Screening data (PubChem)
N370S GC mod – inhibitors or activators of N370S glucocerebrosidase for Gaucher disease | Potency, µM (doses to about 59.4 µM), inactives show top-dose activity change, negative = inhibition, actives largely listed as inhibitors | P04062 | AID 2101 | 0.092% of 330,000 active | N370S GC spleen homogenate, 4MU-glucoside fluorescence;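 further: 0% = full enzyme activity and -100% = no enzyme basal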
FEN1 inh – inhibitors of human flap endonuclease 1 | P39748 | Recombinant FEN1 flap cleavage, fluorescence, 15 min | Potency, µM (top dose mostly 114 µM), for the others: top-dose activity change, negative = inhibition, actives largely listed as inhibitors | 0.35% of 390,000 active | AID 588795; further: nearly all actives have a fitted effect of over 65% in size
Target sequence (P39748 whole entry, looked up): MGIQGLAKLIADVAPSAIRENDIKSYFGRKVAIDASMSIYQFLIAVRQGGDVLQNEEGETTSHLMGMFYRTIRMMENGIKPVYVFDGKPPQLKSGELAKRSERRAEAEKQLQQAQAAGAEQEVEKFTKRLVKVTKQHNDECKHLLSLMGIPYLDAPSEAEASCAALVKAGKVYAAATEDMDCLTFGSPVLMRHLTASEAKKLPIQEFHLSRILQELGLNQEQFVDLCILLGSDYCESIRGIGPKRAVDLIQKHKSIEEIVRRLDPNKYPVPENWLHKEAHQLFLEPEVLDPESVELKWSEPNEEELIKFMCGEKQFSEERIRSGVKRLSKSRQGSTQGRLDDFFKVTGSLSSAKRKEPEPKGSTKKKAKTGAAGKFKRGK
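Nuclease activity of 10 nM FEN1 was measured after 15 min of room-temperature exposure to titrated compounds, by adding 50 nM flap substrate and reading plates at 0 and 15 min.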
TDP1 cell CPT – DT40-hTDP1 cell growth loss with CPT; chicken DT40 Tdp1-/-;hTDP1 cells + 20 nM CPT, ATP luminescence, 48 h; Potency, µM (series often up to 46.2 µM), for the others: at the highest dose activity change, negative = growth inhibition, actives largely listed as inhibitors; 12% of 420,000 active; AID 686979; further: nearly all actives have a fitted effect of over 55% in size
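Chicken DT40 Tdp1-/- cells stably complemented with human TDP1 were seeded at 400 cells/well in medium containing 20 nM camptothecin, exposed to pin-transferred compounds, and grown at 37 °C for at least 48 hr. Viability was read as ATP luminescence.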
* marks the source's active call; other numbers are inactive results; ? = inconclusive; . = no result given; & = joins results of further samples. The call rests on the fitted dose curve; in most records, active means well fitted curve in the direction sought with a large enough effect; inconclusive means small, poorly fitted or top-dose-only effect, or another doubt; inactive means no such curve, though single readings can be large; an effect the other way counts as inactive or inconclusive. Unless noted, on the % scale 0 is the no-effect control and ±100 the full control effect; potency means the concentration at half of the fitted maximal effect.

SMILES | N370S GC mod | FEN1 inh | TDP1 cell CPT
CCN(CC)C(=O)C1CCCN(Cc2nc(-c3cnccn3)no2)C1 (stereo not drawn) | -2.8% | 15.8% | -16.3%
COc1ccccc1NC(=O)C1=C(C)Nc2c(C(=O)Nc3ccc(F)cc3)cnn2C1c1ccc(Cl)cc1 (stereo not drawn) | . | 1.5% | 13µM*
O=C(CCSc1ccc(F)cc1)NNC(=O)c1ccc([N+](=O)[O-])cc1 | . | -15.0% | -17.9%
O=C(CCS(=O)(=O)c1ccc(Br)s1)N1CCc2ccccc21 | 4.4% | -20.9% | -0.4%
Cc1ccc(N(C(C)C(=O)Nc2ccc3c(c2)OCO3)S(C)(=O)=O)cc1 (stereo not drawn) | 1.3% | -5.3% | 13µM*
O=C(NC(=S)NCc1nc2ccccc2[nH]1)c1ccccc1F | 8.8% | 0.9% | 23.1µM*
CCOC(=O)c1ccc(CS(=O)c2ccc(Cl)cc2)o1 (stereo not drawn) | -24.5% | 2.3% | -18.3%
Cc1noc(C)c1C(=O)Nc1nc2ccccc2s1 | -4.2% | -3.1% | 1.2%
CCc1ccc(C(=O)NN=C2CCCCCC2)s1 | -3.1% | -13.5% | 3.1%
O=C(/C=C/c1c(Cl)cccc1Cl)N1CCOCC1 | 0.4% | 20.5% | -15.9%
COc1cccc(NC(=O)NCCc2ccc(Cl)cc2)c1 | 6.4% | -7.4% | -18.5%
O=C(Nc1cc(Cl)cc(Cl)c1)c1cccnc1 | -11.1% | -6.0% | -0.9%

Whole records, quoted from the list:
O=C(CCSc1ccc(F)cc1)NNC(=O)c1ccc([N+](=O)[O-])cc1 across the screens: N370S GC mod = .; FEN1 inh = -15.0%; TDP1 cell CPT = -17.9%
CCc1ccc(C(=O)NN=C2CCCCCC2)s1 across the screens: N370S GC mod = -3.1%; FEN1 inh = -13.5%; TDP1 cell CPT = 3.1%

Remaining list, next part:
SMILES | N370S GC mod | FEN1 inh | TDP1 cell CPT
C/C(=C\C(=O)c1cccnc1)Nc1ccc(O)cc1 | -26.5% | 4.8% | -20.4%
COc1ccc(Cl)cc1NC(=O)c1cc2nc(-c3ccc(C)cc3)cc(C(F)(F)F)n2n1 | . | -7.4% | -1.3%
O=[N+]([O-])c1ccccc1S(=O)(=O)N1CCN(Cc2ccsc2)CC1 | -10.6% | -13.3% | 7.2%
CCOC(=O)CCN(c1ccccc1)S(=O)(=O)c1ccc2[nH]c(=O)ccc2c1 | . | -13.0% | -23.7%
O=C(c1cc2ccccc2c(=O)o1)N1CCCc2ccccc21 | 24.0% | 1.2% | -18.4%
CCCCNC(=O)C1CCN(Cc2ccccn2)CC1 | -2.0% | 4.1% | 4.2%
COc1ccc(/C=N\NC(=O)c2cc3c(ccc4ccccc43)o2)cc1O | -3.2% | ? | ?
Cc1ccc(CC2CC(=O)N(C(Cc3ccccc3)C(=O)O)C2=O)cc1 (stereo not drawn) | 0.1% | 0.6% | 20.9%
Cc1c(O)ccc(C(=O)CN2CCN(c3ccccc3F)CC2)c1O | -16.3% | 1.1% | ?
CCN(CC)Cc1ccccn1 | 5.3% | -2.5% | 18.1%
O=C(N/N=C/c1ccc(O)cc1)/C(=C/c1ccc([N+](=O)[O-])cc1)NC(=O)c1ccccc1 | 11.2% | 1.3% | -7.3%
O=C(Nc1nccs1)[C@@H]1CC=C[C@@H]2CCN(Cc3ccccc3)C(=O)[C@@H]21 | . | -1.5%&-15.4% | ?
Cc1ccc(S(=O)(=O)N2CCCCC2)cc1NC(=O)COC(=O)Cc1ccc(Cl)cc1 | 7.7% | -14.4% | 7.1%
O=[N+]([O-])c1ccc2cc[nH]c2c1 | . | 6.5% | -12.6%
O=C(NCC(=O)N1CCc2ccccc2C1)c1ccc(Cl)cc1Cl | -4.0% | -14.6% | -22.3%
Cc1cc(C)c(NC(=O)CN(C)C(=O)CNC(=O)c2cccs2)c(C)c1 | . | -0.4% | 0.6%
COc1ccc(N2C(=O)CC(SCC(=O)O)C2=O)cc1 (stereo not drawn) | -15.7% | 5.2% | -27.5%
CCOC(=O)CSc1nc2c(sc3ccc([N+](=O)[O-])cc32)c(=O)n1Cc1ccco1 | -8.3% | 7.4% | ?
O=C1CN(C(=O)CSc2nnc(C3CC3)n2-c2ccccc2)c2ccccc2N1 | 5.5% | -1.9% | -10.8%
Cc1ccc(/C=N/NC(=O)C2CCN(Cc3ccc(F)cc3Cl)CC2)o1 | -18.4% | -1.0% | -20.9%
CCOc1cc(C(N)=O)cc(Cl)c1OCc1ccccc1 | ? | -19.9% | -23.0%
Cc1ccc(CSc2oc(-c3ccco3)nc2S(=O)(=O)c2ccc(Cl)cc2)cc1 | . | 2.8% | ?
CCOc1cc(-c2ccc(OC(=O)c3ccc(C)cc3)c(OC)c2)cc(=O)c2c(C)oc(C)c12 | . | -2.1% | 5.8µM*
S=C(NCc1ccccc1)N1CCCCC1 | -8.9% | 19.3% | -3.2%
CC(=O)OCCC(NS(=O)(=O)OCC(Cl)(Cl)Cl)c1ccccc1 (stereo not drawn) | 5.5% | -0.2% | -16.5%
COCCCNC(=S)NC(=O)c1ccc(C)cc1 | -1.1% | 4.0% | 0.2%
O=C(Nc1ccc(NC(=O)C2CC2)nc1)c1ccccc1F | -3.0% | -3.7% | 4.6%
O=C(Nc1ccc2oc(-c3ccccc3)nc2c1)c1ccc2c(c1)OCCO2 | 8.9% | -3.4% | 23.1µM*
CC(C)(C)OC(=O)C[C@H]1C/C=C\C[C@H](CC(=O)N[C@H](CO)Cc2ccccc2)C(=O)N[C@@H](Cc2ccccc2)COC1=O | . | 22.4% | 16.4µM*
CC(=O)Nc1ccc(C(=O)Nc2cc(S(=O)(=O)N3CCOCC3)ccc2N2CCOCC2)cc1 | . | 9.0% | -9.0%
CCOC(=O)c1c(-c2ccc(OC)cc2)csc1NC(=O)COc1ccc2c(C)cc(=O)oc2c1 | 7.7% | -6.1% | 23.1µM*
CCCC(=O)OCC(=O)NCc1ccc(Cl)cc1 | 1.1% | 3.5% | -0.8%
COc1ccc(NC(=O)C2CC(=O)n3cnnc3S2)cc1 (stereo not drawn) | 17.8% | -1.0% | 2.31µM*
Cc1cc(C)c(S(=O)(=O)N2CCCCC2)c(C)c1N(C)S(=O)(=O)c1ccccc1 | 5.1% | -19.9% | 11.6µM*
COc1ccc(-c2cc3nc(C)c(CCC(=O)Nc4ccccc4C(C)=O)c(C)n3n2)c(OC)c1 | . | -4.5% | 10.2%
COc1ccc(/C=C2/SC(=S)N(Cc3ccccc3)C2=O)cc1O | -16.7% | -16.9% | -27.4%
O=C(Cc1ccc(NC(=O)C2CCN(C(=O)C3CC3)CC2)cc1)Nc1ccc(C(=O)N2CCOCC2)cc1 | . | 3.4% | 11.3%
O=C(NCCN1C(=O)S/C(=C\c2ccccc2Cl)C1=O)C1=COCCO1 | -20.0% | -5.5% | 7.31µM*
Cc1cc(Br)ccc1NC(=O)C(C)c1ccc([N+](=O)[O-])cc1 (stereo not drawn) | -1.3% | -9.2% | ?
OC(CNCC1COc2ccccc2O1)COCc1cccs1 (stereo not drawn) | 5.9% | -7.2% | ?
COc1ccc(CCNC(=O)C2CC(=O)N(c3ccc(C)cc3)C2)cc1OC (stereo not drawn) | -10.8% | 16.9% | -17.3%
CCOC(=O)C(C)Oc1ncnc2cccc(F)c12 (stereo not drawn) | -17.3% | -1.2% | 0.9%
CC(CC(=O)NCC1CCCO1)c1ccccc1 (stereo not drawn) | 4.6% | -9.6% | -8.9%
CNC(=O)c1ccsc1NC(=O)C1CCN(S(=O)(=O)c2cccs2)CC1 | -28.5% | -12.5% | -23.4%
CCOC(=O)c1[nH]c2ccc(OC)cc2c1NC(=O)c1nonc1C | 6.6% | -2.0% | -27.1%
Cc1nnc(SCC(=O)N(C)C2CCS(=O)(=O)C2)n1Cc1ccccc1 (stereo not drawn) | 4.0% | 1.9% | 3.0%
Cc1c(N/C(=N/S(=O)(=O)c2ccc(F)cc2)c2ccccc2)c(=O)n(-c2ccccc2)n1C | 8.8% | 19.5% | -4.9%
CC(C)=CCC/C(C)=C/C(=O)O | -10.2% | 6.0% | -5.1%
Cc1ccc(C(=O)Nc2cccc(C(F)(F)F)c2)cc1NC(=O)c1[nH]cnc1C(N)=O | . | -4.6% | 7.6%
CN1CCN(NC(=O)c2ccc(Cl)cc2Cl)CC1 | 7.8% | -1.1% | -2.9%
CN(C)C1(CNCC(O)c2ccccc2)CCCCC1 (stereo not drawn) | -3.2% | -9.0% | -2.6%
COC(=O)c1ccc(N)c(CS(=O)(=O)c2ccc(Cl)cc2)c1 | -14.1% | 0.2% | -16.2%
Cc1ccc(O)c(-c2cc(C(=O)Nc3ccc(S(=O)(=O)N4CC(C)OC(C)C4)cc3)[nH]n2)c1 (stereo not drawn) | -3.5% | -1.0% | 25.9µM*
O=C1CN(C(=O)COC(=O)c2ccc([N+](=O)[O-])s2)c2ccccc2N1 | . | ? | ?
COc1ccc(C(=O)c2cn[nH]c2-c2ccc(C)cc2O)cc1 | -13.1% | -3.5% | -3.0%
CC(NC(=O)C1CCC1)c1ccc2c(c1)OCO2 (stereo not drawn) | 3.1% | 13.4% | -1.9%
COc1ccc2c(c1)Cc1sc(NC(=O)c3ccccc3C)nc1-2 | . | ? | -26.6%
CCOc1ccc(N2CC(C(=O)NCc3ccc(F)cc3)CC2=O)cc1 (stereo not drawn) | -3.3% | -9.3% | -3.6%
Cn1c(=O)[nH]c(=O)c2c1nc(NCCO)n2CCOc1ccccc1 | -4.2% | 8.0% | ?
O=C1COc2ccc(C(=O)CSc3nnc(Cc4ccccc4)o3)cc2N1 | -12.9% | -3.4% | -5.2%
(further entries)
SMILES | N370S GC mod | FEN1 inh | TDP1 cell CPT
O=C(NCCc1ccccc1)C(=O)NCC1OCCN1S(=O)(=O)c1cccs1 (stereo not drawn) | -2.9% | 4.3% | 0.8%
Cc1cc(C)c(NC(=O)CS(=O)CC(=O)NCC2CCCO2)c(C)c1 (stereo not drawn) | -1.7% | -6.8% | -4.8%
CCN(CC)S(=O)(=O)c1ccc(C)c(NC(=S)N2CCN(c3ccccn3)CC2)c1 | 5.9% | 1.6% | 18.4µM*
COc1ccc(Cc2nc3ccc(C(=O)N4CCCC4)cc3o2)cc1OC | -8.0% | -4.3% | ?
CCc1cc(C(=O)NCC(c2cccs2)N2CCOCC2)sc1C (stereo not drawn) | -5.2% | -4.6% | ?
COc1ccc(CNC(=O)C2CCN(C(=O)c3ccc(-c4ccccc4)cc3)CC2)cc1 | -13.7% | 0.0% | ?
CC(=O)Oc1ccc(-c2cc3ccccc3oc2=O)cc1 | . | 4.7% | 2.3%
FC(F)(F)c1ccccc1Nc1nccs1 | -0.4% | 11.2% | -10.7%

As a short view, some entries already given.
SMILES | N370S GC mod | FEN1 inh | TDP1 cell CPT
CN(C)C1(CNCC(O)c2ccccc2)CCCCC1 (stereo not drawn) | -3.2% | -9.0% | -2.6%
COC(=O)c1ccc(N)c(CS(=O)(=O)c2ccc(Cl)cc2)c1 | -14.1% | 0.2% | -16.2%
Cc1ccc(O)c(-c2cc(C(=O)Nc3ccc(S(=O)(=O)N4CC(C)OC(C)C4)cc3)[nH]n2)c1 (stereo not drawn) | -3.5% | -1.0% | 25.9µM*
O=C1CN(C(=O)COC(=O)c2ccc([N+](=O)[O-])s2)c2ccccc2N1 | . | ? | ?
COc1ccc(C(=O)c2cn[nH]c2-c2ccc(C)cc2O)cc1 | -13.1% | -3.5% | -3.0%
CC(NC(=O)C1CCC1)c1ccc2c(c1)OCO2 (stereo not drawn) | 3.1% | 13.4% | -1.9%
COc1ccc2c(c1)Cc1sc(NC(=O)c3ccccc3C)nc1-2 | . | ? | -26.6%
CCOc1ccc(N2CC(C(=O)NCc3ccc(F)cc3)CC2=O)cc1 (stereo not drawn) | -3.3% | -9.3% | -3.6%
Cn1c(=O)[nH]c(=O)c2c1nc(NCCO)n2CCOc1ccccc1 | -4.2% | 8.0% | ?
O=C1COc2ccc(C(=O)CSc3nnc(Cc4ccccc4)o3)cc2N1 | -12.9% | -3.4% | -5.2%
O=C(NCCc1ccccc1)C(=O)NCC1OCCN1S(=O)(=O)c1cccs1 (stereo not drawn) | -2.9% | 4.3% | 0.8%
Cc1cc(C)c(NC(=O)CS(=O)CC(=O)NCC2CCCO2)c(C)c1 (stereo not drawn) | -1.7% | -6.8% | -4.8%
CCN(CC)S(=O)(=O)c1ccc(C)c(NC(=S)N2CCN(c3ccccn3)CC2)c1 | 5.9% | 1.6% | 18.4µM*
COc1ccc(Cc2nc3ccc(C(=O)N4CCCC4)cc3o2)cc1OC | -8.0% | -4.3% | ?
CCc1cc(C(=O)NCC(c2cccs2)N2CCOCC2)sc1C (stereo not drawn) | -5.2% | -4.6% | ?

These rows are one share of the data; count on the stated rates, not on these rows.
